3T3 cytotox = NIH 3T3 cell cytotoxicity; NIH 3T3 viability, CellTiter-Glo ATP luminescence, 48-72 h; Potency, µM (series often up to 96.7 µM), without a hit: at the top dose activity change, negative = cytotoxicity, actives largely listed as inhibitors; actives 4.3% (n = 94,000); AID 1345082; also: potency is read from the fitted curve at half-maximal effect; nearly all actives have a fitted effect of over 55% in size
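Mouse fibroblast NIH 3T3 cells, 400 per well, received compound via pintool and were incubated for 48 or 72 hr prior to CellTiter-Glo ATP luminescence measurement.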
GPT2 inhibitor = blocks human glutamate pyruvate transaminase 2; Q8TD30; Recombinant GPT2, coupled pyruvate oxidase/HRP Amplex Red fluorescence; Potency, µM (titrated, usually from 57.7 µM), inactives show at the top dose activity change, negative = inhibition, actives largely listed as inhibitors; actives 0.25% (n = 100,000); AID 1671188; also: potency is read from the fitted curve at half-maximal effect; nearly all actives have a fitted effect of over 60% in size; many of its hits are not listed in these tables
Target sequence (Q8TD30 whole entry, looked up): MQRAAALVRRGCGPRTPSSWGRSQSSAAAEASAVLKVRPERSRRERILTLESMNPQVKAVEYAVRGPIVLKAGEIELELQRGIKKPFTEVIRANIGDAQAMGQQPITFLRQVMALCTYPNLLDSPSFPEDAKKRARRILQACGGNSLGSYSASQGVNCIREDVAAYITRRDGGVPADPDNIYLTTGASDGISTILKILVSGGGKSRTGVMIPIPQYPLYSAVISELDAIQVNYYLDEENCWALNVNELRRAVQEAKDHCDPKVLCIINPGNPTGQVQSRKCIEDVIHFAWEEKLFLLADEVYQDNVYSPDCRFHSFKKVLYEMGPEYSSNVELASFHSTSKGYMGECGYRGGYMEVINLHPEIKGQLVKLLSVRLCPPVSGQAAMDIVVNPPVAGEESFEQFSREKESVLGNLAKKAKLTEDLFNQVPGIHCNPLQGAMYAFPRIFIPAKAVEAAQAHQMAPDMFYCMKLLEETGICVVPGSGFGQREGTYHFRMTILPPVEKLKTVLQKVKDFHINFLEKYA
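Recombinant GPT2 (10ng/uL) with 250uM a-KG and 2mM L-alanine, 30 min at room temperature, in HEPES pH 7.5 buffer. Pyruvate detected by pyruvate oxidase/HRP/Amplex Red fluorescence after 30 min in the dark; AOA (50uM) as positive control.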
SNCA expr inhib = SNCA gene expression inhibition; Potency, µM (highest dose often 57.2 µM), without a hit: at the top dose activity change, negative = inhibition, most hits filed as inhibitors; actives 0.17% (n = 140,000); HEK-293 SNCA-luciferase knock-in, luminescence, 24 h;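 also: potency is read from the fitted curve at half-maximal effect; plate controls were DMSO cells for no effect and cell-free wells for full effect; nearly all actives have a fitted effect of over 45% in size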
FLuc inh = inhibitors of firefly (Photinus pyralis) luciferase. actives 2.5% (n = 76,000). P08659. AID 1347043. Potency, µM (highest dose often 115 µM), for the others: top-dose activity change, negative = inhibition, actives largely listed as inhibitors. purified P. pyralis luciferase, luminescence, biochemical; also: potency is read from the fitted curve at half-maximal effect; nearly all actives have a fitted effect of over 65% in size
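Inhibitors were tested against purified firefly luciferase in a biochemical, low-substrate format (both substrates at 10uM) and luminescence measured with a CCD imager.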
HEK cytotox = cytotoxic compounds in HEK 293 cells; HEK 293 viability, ATP luminescence (CellTiter-Glo), 48-72 h; Potency, µM (series often up to 115 µM), without a hit: at the highest dose activity change, negative = cytotoxicity, most hits filed as inhibitors; actives 6.6% (n = 94,000); AID 1345083; also: potency is read from the fitted curve at half-maximal effect; nearly all actives have a fitted effect of over 60% in size
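Read-out: CellTiter-Glo ATP luminescence. Cells: HEK 293, 250 cells/well. Exposure: 48 or 72 hr, 37 degree Celsius.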
IP6K1 inhibitor = inhibitors of human IP6K1 | Q92551 | IP6K1 kinase, ADP-Glo luminescence, 2 h; stronger effect = lower value | activity change, % (series mostly up to about 58 µM) | actives 0.81% (n = 140,000) | AID 1645851; in the data active = activity change below about -25%
Target sequence (Q92551 whole entry, looked up): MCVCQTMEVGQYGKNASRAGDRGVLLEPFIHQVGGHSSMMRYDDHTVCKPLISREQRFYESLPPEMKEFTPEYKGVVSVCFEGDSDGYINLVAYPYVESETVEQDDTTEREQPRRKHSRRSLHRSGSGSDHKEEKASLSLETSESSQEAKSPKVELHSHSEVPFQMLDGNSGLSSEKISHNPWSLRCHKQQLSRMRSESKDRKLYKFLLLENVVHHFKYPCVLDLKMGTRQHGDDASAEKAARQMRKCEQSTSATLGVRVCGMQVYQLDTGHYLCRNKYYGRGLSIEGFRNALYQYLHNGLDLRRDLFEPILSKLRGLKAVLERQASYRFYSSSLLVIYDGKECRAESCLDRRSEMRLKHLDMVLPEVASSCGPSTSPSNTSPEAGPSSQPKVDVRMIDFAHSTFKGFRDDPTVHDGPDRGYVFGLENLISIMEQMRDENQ
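ADP-Glo luminescence measures ADP made by human IP6K1 during a 2 h RT reaction with ATP/IP6 (mix at 1.3 mM/130 uM); top library doses 57.5 and 19.1 uM final.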
SNCA viab count = reduces viability of HEK-293 SNCA reporter cells; Potency, µM (top dose mostly 57.1 µM), for the others: top-dose activity change, negative = cytotoxicity, most hits filed as cytotoxic; actives 0.12% (n = 150,000); HEK-293-SNCA-luc viability, GF-AFC fluorescence, 24 h;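 also: potency is read from the fitted curve at half-maximal effect; 0% = DMSO-treated cells and -100% = medium-only wells without cells; nearly all actives have a fitted effect of over 30% in size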
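HEK-293-SNCA-luc cells (1500/well) plated 24 h, then exposed 24 h to a dilution series; GF-AFC added 30 min at 37C, fluorescence 405/540 nm; normalised to medium-only and DMSO wells, Hill fit.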
Starred values were filed as active, the others as inactive; i = inactive; u = inconclusive; x = not tested or not shown; [ ] = another dose, or the depositor's remark. Unless noted, calls follow the shape of the dose curve; as a rule, active = well fitted curve in the direction sought with a large enough effect; inconclusive = small, poorly fitted or top-dose-only effect, or another doubt; inactive = no such curve, though single readings can be large; an effect the other way counts as inactive or inconclusive. Unless noted, % is scaled to controls: 0 for no effect and ±100 for the full control effect.

Values run as follows: 3T3 cytotox | GPT2 inhibitor | SNCA expr inhib | FLuc inh | HEK cytotox | IP6K1 inhibitor | SNCA viab count
CNCc1ccc(OC(F)(F)F)cc1
 : i | i | -12%[87.6 µM] | x | i | -7 | -2%[87.6 µM]
COc1ccccc1C(O)c1nc(Nc2ccncc2)n[nH]1 (centres undefined)
 : u | -5%[88.5 µM] | -18%[87.6 µM] | 2%[172 µM] | i | -2 | 3%[87.6 µM]
CCC(=O)N1CCCN(c2ccnc3ccnn23)CC1
 : u | i | 9%[87.6 µM] | x | -4%[172 µM] | -3 | 19%[87.6 µM]
COc1ccc2c(c1)c1c(c(=O)n(-c3ccccc3)c(=O)n1CC(=O)NCc1ccc(C)cc1)n2C
 : x | x | 5% | x | x | -19 | 1%
COc1cccc(CNC(=O)CSc2ccc(-c3sc(-c4ccccc4)nc3C)nn2)c1
 : x | x | 5% | x | x | -8 | -22%
Cc1cnc(CC2CCN(C(=O)C3CC3)C2)n1C1CC1 (centres undefined)
 : -5% | u | -4% | -8% | -19% | -10 | 8%
CC(C)N1C(=O)C2(CCCC2)C1C(=O)Nc1cccc(OC(F)(F)F)c1 (centres undefined)
 : -9% | u | 8% | 0% | -8% | -2 | 3%
O=C(C1CCC1)N1CCC2(CCN(Cc3ccccc3F)CC2)C(CO)C1 (centres undefined)
 : -15% | -3% | 11% | 5% | -33% | 33 | 1%
COCCCNC(=O)c1c(NC(=O)c2cc(=O)c3ccccc3o2)sc2c1CCCC2
 : x | x | 102%[activator] | x | x | 26 | -8%
CCOc1cc(C2NC(=O)c3c(sc4c3CCN(C)C4)N2)ccc1OC(=O)c1ccc(Br)cc1 (centres undefined)
 : x | x | -27% | x | x | 3 | -6%
Cc1ccc(CCNC(=O)c2c(C)nn(-c3ccc(F)cc3)c2-n2cccc2)cc1
 : x | x | -24% | x | x | 4 | 3%
Cc1cccc(CC(=O)N2CCC(n3cc(-c4nc(-c5ccccc5)no4)nn3)CC2)c1
 : i | i | 24% | -13% | -7% | 18 | u
O=[S+]1([O-])c2cccnc2OC(Cn2cccc2)CN1CCc1ccccc1 (centres undefined)
 : u | 3%[27.3 µM] | -20%[25.6 µM] | x | u | -13 | -1%[23.9 µM]
COCC(=O)NC[C@H]1O[C@@H](CO)[C@@H](O)[C@H]1N(C)CCc1ccccn1
 : i | -2%[88.5 µM] | -11%[87.6 µM] | 3%[172 µM] | i | -1 | -6%[87.6 µM]
COc1cc2c(cc1OC)C(CNC(=O)CC(C)C)N(C(=O)NC(C)C)CC2 (centres undefined)
 : -20% | u | -1% | -8% | -22% | 12 | 2%
CN(C1CCCCC1)S(=O)(=O)c1ccc(C(=O)Nc2sc3c(c2C(N)=O)CC(C)(C)NC3(C)C)cc1
 : x | x | -9% | x | x | 1 | 0%
CC1CCN(c2ccc(CNC(=O)C3CCCN(Cc4ccncc4)CCC(=O)NCC3)cc2)CC1 (centres undefined)
 : u | -8% | 5% | -10% | u | 4 | 4%
CCOc1ccc(S(=O)(=O)NCCc2csc3nc(-c4cccc(C)c4)nn23)cc1
 : x | x | -18% | x | x | -4 | u
CC(C)(C)C(=O)Nc1nc2c(s1)C[C@@H]1[C@](C)(CO)[C@H](O)CC[C@@]1(C)[C@@H]2CC(=O)NCc1ccco1
 : u | i | 11% | -10% | -19% | -14 | -17%
CC(C)(C)n1c(=O)[nH]c2cccnc21
 : i | i | -2%[87.6 µM] | 0%[230 µM] | 3%[230 µM] | 8 | 4%[87.6 µM]
COc1ccc(NC(=O)CCc2nc3cccnc3n2Cc2cccs2)c(OC)c1
 : x | x | -3% | x | x | -10 | -3%
CCCCNc1nc2c(c(=O)n(Cc3ccc(Cl)c(Cl)c3)c(=O)n2C)n1C
 : x | x | -23% | x | x | -1 | -1%
CCN(C(=O)CN(C)S(=O)(=O)c1ccc2c(c1)n(C)c(=O)c(=O)n2C)c1cccc(C)c1
 : x | x | u | x | x | -14 | 3%
CCC(=O)Nc1cccc(-c2nc3cc(C)ccc3o2)c1
 : x | x | -54% | x | x | -27* | -5%
CCOCCc1nn2c(=O)cc(COC(=O)COc3ccccc3Cl)nc2s1
 : x | x | u | x | x | -10 | 3%
Cc1cc(C)cc(NC(=O)Nc2ccccc2OCc2cc(=O)n3ccccc3n2)c1
 : x | x | 112%[activator] | x | x | 12 | -4%
COC(=O)CNC(=O)C1CCc2nnc(CNC(=O)c3ccccc3)n21 (centres undefined)
 : i | 2% | 3% | x | i | 7 | -4%
O=C(NC[C@H]1Cn2c(-c3ccccc3)cnc2CO1)c1ccccc1
 : u | i | 2%[87.6 µM] | 11%[172 µM] | u | 11 | -11%[87.6 µM]
COc1cc(/C=C/C(=O)OC[C@H]2O[C@@H](OC3CC(C)=C(C(=O)O)C(C)(C)C3)[C@H](O)[C@@H](O)[C@@H]2O)cc(OC)c1O (some centres undefined)
 : x | -16%[27.3 µM] | x | x | x | 6 | -6%[23.9 µM]
CCc1ccc(NC(=O)COC(=O)CCCC2=NS(=O)(=O)c3ccccc3N2)cc1
 : x | x | 9% | x | x | -6 | u
Cc1cccc(C)c1-c1cc(C(=O)N2CCOCC2)c2cnn(C)c2n1
 : -12% | 2% | 3% | x | i | 9 | -5%
O=C(CC1CCCCN(Cc2ccccc2)C1=O)N1CCc2ccccc2C1 (centres undefined)
 : u | i | 4% | -25% | 45µM* | 12 | -11%
COCCNC(=O)Cn1c(-c2cccs2)cc2cc(Cl)ccc21
 : x | x | -8% | x | x | -15 | -3%
CO[C@@H]1COCC[C@H]1NC(=O)COc1cccc(-n2cnnn2)c1
 : 3% | -8% | -6% | -3% | -5% | -6 | 19%
COc1ccc(NC(=O)NCCc2c(C)nn(C)c2C)c(OC)c1
 : x | x | 5% | x | x | 22 | 5%
CC1(CNc2ccccc2)COc2ccc(C(=O)NC3CCC(O)CC3)cc2N1 (centres undefined)
 : -22%[138 µM] | 2%[88.5 µM] | -2%[87.6 µM] | -10%[172 µM] | u | 2 | 3%[87.6 µM]
Cc1ccc([S+](=O)([O-])NC2CCN(c3ccc4nnc(-c5ccccc5)n4n3)CC2)cc1
 : u | x | x | x | 40µM* | 2 | x
COc1cc(C(=O)NCC(c2cccs2)S(=O)(=O)c2ccc(F)cc2)cc(OC)c1OC (centres undefined)
 : x | x | -19% | x | x | 6 | -10%
CC(=O)N1CC2(CCCCN2C2COC2)Cc2ccccc21 (centres undefined)
 : 4% | -14% | 26% | x | i | -12 | -6%
CCCc1nnc(N2C(=O)c3oc4ccc(F)cc4c(=O)c3C2c2ccc(C(=O)OC)cc2)s1 (centres undefined)
 : x | x | 5% | x | x | -16 | -1%
CN(C)C(=O)[C@@H]1CN(Cc2c(F)cccc2Cl)C[C@H]1CO
 : i | 4% | -1% | 9% | i | -6 | -1%
CCCN(CCC)C(=O)Cn1c(SCc2cccc(C(F)(F)F)c2)nc2cccnc21
 : x | x | -15% | x | x | 26 | -16%
Cc1ccc(-c2cc(C(=O)NCc3ccccc3Cl)c3ccccc3n2)cc1C
 : x | x | 13% | x | x | -23 | -2%
CCOc1ccccc1NC(=O)c1c(NCc2cccs2)sc2c1CCC(C)C2 (centres undefined)
 : x | x | -29% | x | x | 0 | -2%
COc1ccc(-c2nocc2CCC(=O)O)cc1
 : -2% | -8% | -4% | -28% | 9% | 2 | 9%
Cc1cc(=O)n(CC(=O)Nc2ccc(Br)cc2F)c(N2CCC(C)CC2)n1
 : 16µM* | 0% | 2% | -9% | u | 12 | 10%
COc1cccc(NC(=O)Cn2nc3c4ccccc4n(Cc4cccc(F)c4)cc-3c2=O)c1
 : x | x | u | x | x | -12 | -14%
CCc1ccccc1NC(=O)N1CCC(CN2CCc3ccccc3C2)CC1
 : x | x | -14% | x | x | 18 | -10%
COc1cccc(-c2ncc3c(n2)OCCN(c2ccccc2)C3=O)c1
 : 8.9µM* | -10%[88.5 µM] | u | 0.4µM* | 10µM* | -27* | -8%[87.6 µM]
Cc1nc(N2CCC(NC(=O)c3ccc(C)s3)CC2)cc(C(F)(F)F)n1
 : -17% | i | -28% | 5% | -26% | -9 | -11%

Additional structures
Values run as follows: 3T3 cytotox | GPT2 inhibitor | SNCA expr inhib | FLuc inh | HEK cytotox | IP6K1 inhibitor | SNCA viab count
Cc1nc(N2CCC(C(=O)NCc3ccc(C(C)C)cc3)CC2)cc(C(F)(F)F)n1
 : 25µM* | i | -19% | 0% | 32µM* | 18 | 2%
O=C(CN1CCCc2nc(C3CC3)ncc2C1=O)NCCCN1CCCC1=O
 : 3% | i | -17% | 4% | -3% | 8 | 1%
Cc1ccc(C(=O)N2CCCC3(C2)NC(=O)N(Cc2cccc(Cl)c2)C3=O)cc1F (centres undefined)
 : u | 2% | 14% | 3% | u | -6 | 7%
COC1CN(C2CCNCC2)C12CCOCC2 (centres undefined)
 : -6% | -17% | 16% | 3% | -16% | 28 | -4%
Cc1ccc(Cl)cc1N1CCN(C(=O)CCS(=O)(=O)c2ccc3c(c2)oc(=O)n3C)CC1
 : x | x | -1% | x | x | -11 | -1%
O=C(NCC(F)F)C1CCN(Cc2ccccc2-c2ccccc2F)CC1
 : -16% | x | x | x | -20% | 15 | x
O=C(c1ccncc1)N1CCC(Cc2nc(C3CCOCC3)no2)CC1
 : -7% | i | u | 0% | -19% | 10 | 1%
CN(CC1CCOCC1)C(=O)CC1CCCCC1
 : -5% | i | 17% | -24% | -23% | -2 | 5%
Cc1cccc(CCNC(=O)CCc2c(C)nc3c4c(C)cc(C)nc4nn3c2C)c1
 : x | x | 12% | x | x | 37 | -4%
COc1cccc(-c2nnc(SCC(=O)NC3CCCCC3)o2)c1
 : x | x | 28% | x | x | -7 | 1%
COc1ccc(-c2noc(C(=O)O)c2[C@@H](C)NC(=O)c2cccn2C)cc1
 : -23%[174 µM] | -7%[88.5 µM] | 12%[87.6 µM] | -14%[172 µM] | i | -7 | 1%[87.6 µM]
COCCCNC(=O)CCN(CC(C)C)C(=O)c1cc(C)oc1C
 : -10% | i | 0% | 5% | -28% | -3 | 10%
Cc1ccccc1CCNC(=O)c1ccc2c(c1)c(C)c(C)n2Cc1ccccc1
 : x | x | 1% | x | x | -13 | 3%
CCn1c(=O)cc(SCC(=O)NCCc2ccc(Cl)cc2)c2ccccc21
 : x | x | 6% | x | x | -8 | 6%
O[Si](CCCN1CCCCC1)(c1ccc(F)cc1)C1CCCCC1 (centres undefined)
 : x | i | 26% | x | x | x | -14%
CC(C(=O)Nc1ccc(F)c(Cl)c1)N1Cc2ccccc2C1=O (centres undefined)
 : x | x | 31%[activator] | x | x | 25 | -27%
